Source: PubChem
PKA-R1A activ: activators of PKA-R1A complex; P00514+P68181; PKA-R1A dissociation, Cy5-IP20 fluorescence polarization; scaled: DMSO 0%, 113 µM cGMP 100%; activation, % at 11.4 µM; actives 0.083% (n = 340,000);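 active means percent activation above the mean of all tested compounds plus 3 SD, cut at about 19% in these data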;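 further: higher means more PKAc released from R1A so a rise in polarization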
Arr AP2 block: human beta-arrestin and AP2 interaction inhibition; FITC-arrestin peptide / GST-AP2 beads, flow cytometry; AP2 beta2 appendage carries R879A mutation; inhibition, % at 10 µM; actives 0.31% (n = 340,000);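 active means inhibition above a set limit, near 3 SD of compounds lacking own fluorescence, cut at about 54% in these data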;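 further: plate controls were DMSO wells for no effect and 5 µM unlabelled arrestin peptide for full effect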
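Material – GST-tagged AP2 beta2-adaptin appendage (R879A) on 4 µm glutathione beads · Probe or stimulus – fluorescein-tagged arrestin peptide at 50 nM final · Timing – 12 min plus 1 h, RT · Detection – bead flow cytometry, FITC channel · Read-out basis – inhibition as reduced fluorescein signal on beads, percent · Medium – PBS plus Tween 20 (0.05%) and BSA (0.1%)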
PKA-R2B activ: PKA-R2B complex activation | PKA-R2B holoenzyme dissociation, Cy5-IP20 fluorescence polarization; R2B truncated from residue 108, S112A mutant; 0% DMSO only, 100% 113 µM cGMP | activation, % at 11.4 µM | actives 0.079% (n = 340,000);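 active means activation above a cutoff set at the mean over all compounds plus 3 SD, cut at about 18% in these data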;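 further: higher means more holoenzyme dissociation and a rise in polarization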
MITF act: increases MITF-driven TRPM1 promoter luciferase signal; SK-MEL-5 TRPM1-promoter luciferase, 24 h; % of positive control, neutral wells = 0; activation, % at 12.5 µM; actives 0.75% (n = 300,000); AID 588334;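 active means mean activation of at least 80% with every replicate also reaching 80%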;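 further: 0% = neutral control wells and 100% = parthenolide positive control wells; values of inactives mirror those of a sister screen read the other way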
Mot1-301 SUMO: SUMOylation pathway inhibition by Mot1-301 growth rescue; growth rescue, % at 18.8 µM; S. cerevisiae Mot1-301 growth rescue, ATP luminescence, 38.5C; percent above DMSO median, 100 means doubled; actives 1% (n = 320,000);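 active means every valid replicate shows activation above 250% relative to neutral control wells; inactive means the rest, any valid replicate at or below 250%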;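 further: OY570 slx delta 5 strain wells were the positive control but not used for scaling; some compounds called inactive have numbers as strong as hits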
SR-BI DiI-HDL act: SR-BI HDL lipid transfer activation; AID 504775; activation, % at 12.5 µM; CHO ldlA[mSR-BI] cells, DiI-HDL uptake fluorescence, 3 h; 100 = double the neutral-control signal; actives 0.096% (n = 320,000);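 active means mean replicate activation of at least 60% and every replicate at or above 60%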;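 further: 0% = median plate neutral-control signal and 100% = twice that signal; values of inactives mirror those of a sister screen read the other way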
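Material – SR-BI-overexpressing, LDLR-lacking CHO cells · Medium – BSA-supplemented, HEPES-buffered Ham's F12, pH 7.4 · Doses – single concentration · Times – compound with DiI-HDL co-incubation, 3 h at 37 °C · Measured by – bottom-read fluorescence, 550/595 nm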
NSD2 HMT inh: inhibitors of human histone methyltransferase NSD2; actives 0.54% (n = 310,000); inhibition, % at 12.5 µM; NSD2 peptide methylation, AlphaScreen, 120 min; O96028; in the data active means inhibition above about 50%
Pemphigus Ab inh: inhibitors of pemphigus antibody binding to human desmoglein-3 | P32926 | DSG3-coupled beads, scFv-anti-DSG3-GFP binding, flow cytometry; stronger effect = lower value | binding (percent of control), % at 10 µM | AID 588358 | actives 0.48% (n = 310,000);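 active means binding more than 3 SD below its plate's average and above zero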;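 further: hits lower antibody fragment binding to DSG3; some compounds called inactive have numbers as strong as hits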
CDK5 p35 inh: blocks human CDK5/p35 kinase activity; Recombinant CDK5/p35, ADP-Glo luminescence, 60 min; inhibition, % at 10 µM; actives 0.01% (n = 330,000); AID 488839;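 active means highest replicate inhibition of at least 50% and at least 75% of replicates reaching 50%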;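 further: plate controls were DMSO neutral control for no effect and GW8510 at 10 µM for full effect; many of its hits are not listed in these tables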
SR-BI HDL uptake: blocks mouse SR-BI lipid uptake from DiI-HDL | ldlA[mSR-BI] CHO cells, DiI-HDL uptake fluorescence, 3 h | inhibition, % at 12.5 µM | actives 0.96% (n = 320,000);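 active means mean replicate inhibition of at least 70% and a set share of replicates each scoring 70 or more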;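 further: 0% = median of neutral control wells and 100% = median of positive control wells; values of inactives mirror those of a sister screen read the other way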
dFosB activator: activators of mouse delta FosB homodimer; activation, % at 25 µM; purified delta FosB, TAMRA-CDK5 oligo fluorescence polarization; percent of positive-control signal above neutral wells; P13346; actives 0.99% (n = 340,000);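 active means mean activation above about 17%, with every replicate also reaching it, limit read from the data, passing the limit was not always enough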;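 further: fluorescence polarization rise as delta FosB binds a TAMRA Cdk5 AP-1 oligo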
* = called active by the depositor; nt = no result given.

SMILES	PKA-R1A activ	Arr AP2 block	PKA-R2B activ	MITF act	Mot1-301 SUMO	SR-BI DiI-HDL act	NSD2 HMT inh	Pemphigus Ab inh	CDK5 p35 inh	SR-BI HDL uptake	dFosB activator
Cc1cc(NC(=O)c2cc3cccc([N+](=O)[O-])c3[nH]2)ccc1F	-4	14	8	53	-10	-77	3	119	-0.9	77*	4
N#Cc1cccc(NC(=O)Cn2cnc(S(=O)(=O)N3CCCC3)c2)c1	0	28	-9	-8	1	19	0	105	1.6	-19	-1
CSc1ncccc1C(=O)Nc1nc(C(C)(C)C)cs1	-8	-1	-2	7	-5	-14	10	128	0.1	14	-3
COc1ccc(NS(=O)(=O)c2cc(NC(=O)CCNC(=O)c3ccco3)ccc2OC)cc1	4	21	3	8	nt	8	-2	95	0.8	-8	-8
Cc1ccc(S(=O)(=O)N2CCOCC2)cc1NC(=O)COC(=O)c1n[nH]c(=O)c2ccccc12	3	13	-2	-8	0	-8	-7	111	0.2	8	-9
COc1ccc(S(=O)(=O)N2CC(O)C[C@H]2C(=O)OCC(=O)N2CCCCCC2)cc1 (some centres not stated)	-11	6	-3	3	-3	20	-4	95	-0.6	-20	-6
Cn1c(CCN2CCCCC2)nc2cc(NC(=O)COc3ccccc3)ccc21	-10	2	-12	7	16	19	6	100	-3.5	-19	-4
Cc1ccc(NC(=O)COC(=O)Cc2c[nH]c3ccccc23)cc1C	-1	-3	-6	-3	nt	17	4	nt	1.4	-17	-6
CNS(=O)(=O)c1cccc(C(=O)OCC(=O)Nc2ccc(N3CCCCC3)cc2)c1	-22	11	0	8	1	-31	3	102	0.8	31	-3
CCOC(=O)c1cnn(-c2cc(Oc3ccccc3C)ncn2)c1N	-10	-10	0	24	-9	-2	-1	102	0.3	2	-1
Cc1ccc(CNc2ccc(N3C(=O)CCCC3=O)cc2[N+](=O)[O-])cc1	-3	-12	-14	-5	-5	-9	-3	110	0.3	9	-5
COc1ccccc1C(=O)NCCC(=O)NC1=NCCS1	-6	-2	-5	-10	-5	-1	-1	nt	-3.6	1	-5
COc1cc(NC(=O)c2ccc(F)cc2)ccc1NC(=O)c1cc2ccccc2o1	-5	28	10	nt	0	-48	-1	116	-0.7	48	4
CCOC(=O)C1=C(C)N(c2ccccc2)C(=O)C1	5	6	-3	21	14	8	3	103	2.3	-8	0
COC(=O)c1c(NC(=O)CSc2nc3nc(C)cc(C)n3n2)sc(C)c1C	-10	-6	-8	1	-5	4	-4	92	-0.2	-4	-7
CN(C)S(=O)(=O)N1CCC(n2nccc2NC(=O)CCc2ccccc2)CC1	5	-22	-5	2	6	11	3	108	-0.3	-11	2
CCOC(=O)c1cc(-c2ccc(C)cc2)n(CCC(=O)NCCCOC)c1C	-2	-7	-8	-6	13	-6	0	104	1.0	6	5
c1cncc(-c2nc(-c3ccc4c(c3)OCO4)cs2)c1	-3	15	-6	85*	85	-10	-11	120	-0.9	10	-4
FC(F)(F)c1ccccc1NC(=S)Nc1ccccc1	-1	3	-1	12	6	16	-1	94	-0.1	-16	-3
CCOc1ccc(-n2nc3c(Cl)nnc(C)c3c2C)cc1	-7	-11	3	6	-26	9	-1	97	1.7	-9	-3
Cn1cc(SCC(=O)NCCc2ccccc2)c2ccccc21	5	20	-3	-9	-10	-11	-2	100	0.3	11	-1
CCOC(=O)C(C)N1C(=O)S/C(=C/c2ccc3c(c2)n(C)c(=O)n3C)C1=O (configuration not stated)	-3	12	-1	8	546	-25	-31	90	-0.7	25	-5
CCOCc1c(C(=O)Nc2ccccc2N2CCN(C)CC2)oc2ccccc12	-12	5	-9	-13	nt	5	nt	100	-0.9	-5	-7
O=C(CCCOc1ccc(Br)cc1)Nc1nnc(C2CC2)s1	-3	2	5	2	123	7	-3	107	-1.5	-7	-2
O=C(OCCOCCOC(=O)Oc1ccccc1)Oc1ccccc1	-9	1	-11	-5	nt	6	-5	129	-0.4	-6	0
SMILES	PKA-R1A activ	Arr AP2 block	PKA-R2B activ	MITF act	Mot1-301 SUMO	SR-BI DiI-HDL act	NSD2 HMT inh	Pemphigus Ab inh	CDK5 p35 inh	SR-BI HDL uptake	dFosB activator
COc1ccc(C)cc1S(=O)(=O)NCC(c1cccnc1)N1CCc2ccccc2C1 (configuration not stated)	-14	0	-3	1	91	6	6	100	0.3	-6	-12
CCn1c(SCC(=O)OC)nnc1C1CCCCC1	-2	29	-8	2	-8	-32	-9	107	1.1	32	-2
Nc1nc(CN2CCN(c3cccc(Cl)c3)CC2)nc(N2CCCc3ccccc32)n1	-1	-2	-5	-6	65	-8	3	104	-7.1	8	-17
N#Cc1cc(-c2ccccc2)nc(NN)n1	-7	34	7	5	256	2	-4	nt	-1.6	-2	2
O=C(c1cc(-c2ccccc2)on1)N1CCN(Cc2ccc3c(c2)OCO3)CC1	-13	24	6	-13	nt	-2	-3	123	-0.9	2	4
CC(=O)c1ccc(NC(=O)CCCN2C(=O)C(c3ccccc3)Oc3cccnc32)cc1 (configuration not stated)	7	-4	3	14	-5	-41	5	nt	-0.4	41	-13
CC1(C)C(=O)Nc2ccccc2N1C(=O)COC(=O)c1ccc([N+](=O)[O-])o1	-10	1	6	-47	nt	-3	0	99	0.5	3	0
Cc1ccc(C)c(NC(=S)NNC(=O)c2cc3c(s2)CCC(C)C3)c1 (configuration not stated)	-5	31	-3	-12	0	-4	1	105	-0.5	4	4
CCCN(CC(=O)Nc1ccccc1OC)C(=O)c1ccc(S(=O)(=O)Nc2ccccc2)cc1	2	16	4	-2	13	-32	1	89	-4.2	32	-12
O=C(N/N=C/c1cc(Cl)ccc1O)C(=O)Nc1ccccc1OC(F)(F)C(F)F	4	-5	-3	-66	-5	-119	-2	nt	0.9	119*	2
COCCN1C(=O)N(c2cccc(C)c2)C(=O)C1CC(=O)Nc1ccc(OC)cc1 (configuration not stated)	-2	-3	0	4	11	-3	1	109	-1.4	3	1
O=C(O)CNC(=O)CC1S/C(=N/N=C2/NC(=O)CS2)NC1=O (configuration not stated)	3	-7	-3	16	122	21	-2	86	1.2	-21	-2
CC(C)(C)c1ccc(C(=O)Nc2sc3c(c2C(=O)O)CCC3)cc1	0	12	5	-65	119	2	10	102	-3.6	-2	-12
O=S(=O)(c1ccc(Cl)nc1)N1CCOCC1	7	38	-3	4	-12	11	-2	104	0.6	-11	-5
COc1cccc(OCCOc2c(OC)cccc2OC)c1	4	3	-1	18	381	0	-3	112	-2.1	0	-8

7 entries already listed, ordered by SMILES length, largest number first.
SMILES	PKA-R1A activ	Arr AP2 block	PKA-R2B activ	MITF act	Mot1-301 SUMO	SR-BI DiI-HDL act	NSD2 HMT inh	Pemphigus Ab inh	CDK5 p35 inh	SR-BI HDL uptake	dFosB activator
CC1(C)C(=O)Nc2ccccc2N1C(=O)COC(=O)c1ccc([N+](=O)[O-])o1	-10	1	6	-47	nt	-3	0	99	0.5	3	0
CC(=O)c1ccc(NC(=O)CCCN2C(=O)C(c3ccccc3)Oc3cccnc32)cc1 (configuration not stated)	7	-4	3	14	-5	-41	5	nt	-0.4	41	-13
COCCN1C(=O)N(c2cccc(C)c2)C(=O)C1CC(=O)Nc1ccc(OC)cc1 (configuration not stated)	-2	-3	0	4	11	-3	1	109	-1.4	3	1
O=C(c1cc(-c2ccccc2)on1)N1CCN(Cc2ccc3c(c2)OCO3)CC1	-13	24	6	-13	nt	-2	-3	123	-0.9	2	4
O=C(O)CNC(=O)CC1S/C(=N/N=C2/NC(=O)CS2)NC1=O (configuration not stated)	3	-7	-3	16	122	21	-2	86	1.2	-21	-2
O=S(=O)(c1ccc(Cl)nc1)N1CCOCC1	7	38	-3	4	-12	11	-2	104	0.6	-11	-5
N#Cc1cc(-c2ccccc2)nc(NN)n1	-7	34	7	5	256	2	-4	nt	-1.6	-2	2
